High-throughput results from PubChem.
LMP1 NFkB inh = Epstein-Barr LMP1 NF-kappaB reporter inhibition. LMP1-induced NF-kappaB luciferase reporter cells, luminescence. inhibition, % at 12.5 µM. 350,000 compounds, 0.69% hits. AID 504558; in the data active = inhibition above about 41%;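 also: 0% = neutral control wells and 100% = reference inhibitor control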
TROY NFkB inh = inhibitors of TROY-dependent NF-kB signaling. Q293 LMP1-TROYcd NF-kB luciferase reporter, 4 h. inhibition, % at 10 µM. 360,000 compounds, 0.98% hits. AID 1347056;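 active = compounds whose plate-normalised and pattern-corrected inhibition of the luciferase reporter signal at the single screening dose is 50% or more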
KKLEB cytotox = CF airway cell cytotoxicity counter-screen. KKLEB CF airway cells viability, ATPlite luminescence, overnight; active compounds read low; cells stimulated with P. aeruginosa culture filtrate. activity change (cytotoxicity), % at 5 µM. 360,000 compounds, 0.36% hits. AID 602141;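 active = corrected activity change at or below -50% at 5 µM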
COUP-TFII inh = blocks human COUP-TFII nuclear receptor; P24468; HEK293T NGFI-A luciferase reporter, luminescence; inhibition, % at 8.6 µM; 370,000 compounds, 0.7% hits; AID 686940;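 active = inhibition above a per-plate cutoff, mean inhibition of test wells between control levels plus 3 SD, cut at about 38% in these data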;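 also: cells cotransfected with COUP-TFII expression vector driving the NGFI-A reporter; 0% = median of COUP-TF2 test wells and 100% = reporter-only cells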
Target sequence (P24468 whole entry, looked up): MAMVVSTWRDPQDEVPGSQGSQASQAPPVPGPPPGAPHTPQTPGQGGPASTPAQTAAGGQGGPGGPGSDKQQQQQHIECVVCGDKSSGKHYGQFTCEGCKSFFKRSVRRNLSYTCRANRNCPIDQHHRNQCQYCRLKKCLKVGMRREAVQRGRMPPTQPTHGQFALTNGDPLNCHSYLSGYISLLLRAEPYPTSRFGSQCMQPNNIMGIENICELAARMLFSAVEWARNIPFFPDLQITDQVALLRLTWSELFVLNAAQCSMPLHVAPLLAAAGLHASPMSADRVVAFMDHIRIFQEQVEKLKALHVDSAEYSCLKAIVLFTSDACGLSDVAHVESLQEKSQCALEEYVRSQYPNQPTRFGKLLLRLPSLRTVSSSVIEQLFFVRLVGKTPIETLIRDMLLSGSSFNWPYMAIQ
Shn3 3UTR inh = inhibitors of Schnurri-3 3'UTR reporter in osteoblasts; Clone20 osteoblast Shn3 3'UTR firefly luciferase, 24 h; inhibition, % at 12.5 µM; 360,000 compounds, 0.52% hits;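 active = mean inhibition of at least 75% with every replicate also reaching 75%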;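 also: 0% = median of neutral control wells and 100% = pilot-screen positive control compound; some compounds past the cut are filed as inactive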
NCOA1 inh = inhibits human SRC1 coactivator; HEK293 GAL4-SRC1 luciferase reporter, luminescence; inhibition, % at 3.6 µM; 360,000 compounds, 0.12% hits; AID 588354;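 active = inhibition above the campaign mean plus 3 SD, with each screening campaign given its own cutoff, cut at about 60% in these data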;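 also: 0% = DMSO treated cells and 100% = gossypol at 36 µM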
TWEAK Fn14 block = blocks TWEAK-Fn14 interaction in a reporter cell assay; TWEAK-stimulated Fn14 reporter cells, luciferase luminescence, 8 h; inhibition, % at 10 µM; 360,000 compounds, 2% hits; AID 1159606; in the data active = inhibition above about 50%
NR5A2 inv ag = inverse agonists of human LRH-1 (NR5A2) | O00482 | HEK293T StAR-luciferase reporter, LRH-1 transfected, 24 h | inhibition, % at 3.6 µM | 360,000 compounds, 0.13% hits | AID 602396;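 active = inhibition above the mean inhibition of all tested compounds plus 3 SD, cut at about 73% in these data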;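 also: 0% = DMSO wells and 100% = reporter-only cells lacking LRH-1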
Target sequence (O00482 whole entry, looked up): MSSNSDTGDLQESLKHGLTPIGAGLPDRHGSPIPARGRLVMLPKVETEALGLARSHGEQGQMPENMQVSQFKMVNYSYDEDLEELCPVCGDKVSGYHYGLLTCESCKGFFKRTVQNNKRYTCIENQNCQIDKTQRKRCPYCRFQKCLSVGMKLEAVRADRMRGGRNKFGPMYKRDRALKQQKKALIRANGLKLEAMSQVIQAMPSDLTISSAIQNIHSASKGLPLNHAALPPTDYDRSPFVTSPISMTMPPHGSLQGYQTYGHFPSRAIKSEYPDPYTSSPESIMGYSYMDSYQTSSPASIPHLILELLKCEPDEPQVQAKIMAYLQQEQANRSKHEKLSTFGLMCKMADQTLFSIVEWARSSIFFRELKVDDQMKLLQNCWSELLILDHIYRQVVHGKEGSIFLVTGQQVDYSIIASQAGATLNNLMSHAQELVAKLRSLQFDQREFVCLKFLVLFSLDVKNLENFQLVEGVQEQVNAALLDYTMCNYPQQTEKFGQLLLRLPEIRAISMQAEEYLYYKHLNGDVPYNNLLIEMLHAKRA
C8 TRAIL sens = caspase-8 TRAIL sensitization; NB7+C8 cells + TRAIL, ATPlite viability luminescence; inhibition (viability loss, TRAIL sensitization), % at 10 µM; 360,000 compounds, 1% hits; AID 624354;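 active = compounds causing at least 50% loss of cell viability in the single-dose screen, relative to plate controls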
NCOA3 inh = inhibitors of human steroid receptor coactivator 3 (SRC3). Q9Y6Q9. inhibition, % at 3.6 µM. 360,000 compounds, 0.17% hits. HEK293 GAL4-SRC3 luciferase reporter, luminescence;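 active = inhibition above a per-campaign cutoff, the mean of all compounds plus 3 SD, cut at about 60% in these data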;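 also: 0% = DMSO-treated cells and 100% = gossypol-treated cells at 36 µM; higher means less SRC3-driven luciferase light from the GAL4 reporter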
CF NFkB inh = blocks PAF-induced NF-kB reporter in cystic fibrosis cells; 360,000 compounds, 0.86% hits; inhibition, % at 5 µM; AID 588850; KKLEB NF-kB-GFP reporter, GFP fluorescence overnight;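 active = at least 50% inhibition at 5 µM, scaled per plate between neutral and stimulator controls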;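 also: PAF is a Pseudomonas aeruginosa culture filtrate used as stimulus; plate controls were PAF-stimulated DMSO wells for no effect and unstimulated DMSO wells for full effect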
Active calls of the source: *; / = no result given.

SMILES	LMP1 NFkB inh	TROY NFkB inh	KKLEB cytotox	COUP-TFII inh	Shn3 3UTR inh	NCOA1 inh	TWEAK Fn14 block	NR5A2 inv ag	C8 TRAIL sens	NCOA3 inh	CF NFkB inh
COc1ccc(S(=O)(=O)N(C)CC(=O)Nc2ccc3c(c2)OCO3)cc1	3	-23	5	-10	-41	-10	1	-14	2	16	-2
O=C(c1ccccc1)N1CCN(Cc2ccc3c(c2)OCO3)CC1	9	17	6	-30	-1	24	-4	-8	-18	-1	0
CCCCOc1ccc(CNn2c(C)nc3ccccc3c2=O)cc1	-9	48	1	12	2	11	15	-4	19	23	-2
Cc1ccc(S(=O)(=O)C(NC(=O)c2ccccc2)=C(Cl)Cl)cc1	-111	-45	-6	17	-2	-1	65*	3	6	-1	7
CCN(CC(=O)Nc1c(F)cccc1F)C(=O)CCN1C(=O)C2CC=CCC2C1=O (stereo unspecified)	4	4	12	7	-6	-9	5	0	18	3	-15
Fc1cccc2ncnc(OCc3ccccc3)c12	-4	-12	-12	-12	18	4	11	-5	-8	-27	11
COc1ccc(/C(C)=N/N2C(C)CCCC2C)c(OC)c1 (stereo unspecified)	11	-12	3	-19	12	-10	-26	-8	-7	2	9
CCOC(=O)C(NC(=O)CC)(Nc1sc(C)c(CC)c1C#N)C(F)(F)F (stereo unspecified)	3	-2	-4	-10	7	-1	13	16	-4	-1	14
O=C(N/N=C/c1ccc(O)cc1)NC12CC3CC(CC(C3)C1)C2	8	-18	9	-3	0	-4	-19	-7	12	2	0
Cc1ccc(S(=O)(=O)N2CCNC(=O)C2)c(C)c1	5	0	12	-1	1	-14	0	-11	16	3	4
O=C(CCCO)N/N=C/c1ccccc1[N+](=O)[O-]	-13	-51	3	8	-47	9	-24	-4	-15	-8	2
CC(C)c1ccccc1NC(=O)c1cnccn1	4	-1	1	3	11	10	7	6	2	5	-5
CC(=O)Nc1ccc(S(=O)(=O)N[C@@H](C)C(=O)N2CCN(C/C=C/c3ccccc3)CC2)cc1	3	2	-6	/	5	12	-1	13	1	17	-2
COc1cc2c(cc1NC(=O)COC(=O)C(CCSC)NC(=O)c1ccccc1Cl)oc1ccccc12 (stereo unspecified)	-16	-54	19	17	-98	-44	1	-7	7	-33	-24
COCCOC(=O)C1=C(C)NC(=O)NC1c1c(Cl)nc2ccccn2c1=O (stereo unspecified)	3	-7	14	13	-7	2	2	3	5	7	0
OC(c1ccccc1)c1nccc2ccccc12 (stereo unspecified)	-1	16	-15	1	14	7	7	-13	0	-9	-15
CCN(CC(=O)NC1CCS(=O)(=O)C1)S(=O)(=O)c1ccc(F)cc1 (stereo unspecified)	3	-6	3	-14	-2	-9	-6	3	29	14	5
CCOC(=O)C1=C(C)N(CC)C(=S)NC1c1ccccc1OC(F)F (stereo unspecified)	4	1	8	-30	0	9	7	3	-7	9	9
CC(=O)c1ccc(NC(=O)CN2CCN(c3ncccn3)CC2)cc1	-5	2	3	17	-2	2	-11	7	-4	-8	-14
COc1ccc(CCNC(=O)c2ccc(N3CCCC3=O)cc2)cc1	2	-22	3	2	4	-7	4	-6	1	-2	3
CN(Cc1ccccc1)Cc1c(O)ccc2ccccc12	-12	-2	-11	-1	-19	-1	16	7	10	9	14
CCCCn1c(NC(=O)C2CCCCC2)nc2ccccc21	7	-3	-6	-20	20	-14	-10	18	0	-13	11
COc1cccc(N2CCN(C3CCCC(C)C3)CC2)c1 (stereo unspecified)	4	-13	15	/	-13	1	-8	-41	-5	-26	-3
CC(C)Cc1ccc(C(C)C(=O)Nc2nccs2)cc1 (stereo unspecified)	-1	1	4	2	4	5	17	2	-3	8	-6
C=C1CCN([C@@H](C)C(=O)NCc2cc(OC)c(OC)c(OC)c2)S(=O)(=O)c2ccccc21	0	0	-8	-8	-2	5	-4	11	-9	-7	8

Record cards, from the list above. Values in the order: LMP1 NFkB inh	TROY NFkB inh	KKLEB cytotox	COUP-TFII inh	Shn3 3UTR inh	NCOA1 inh	TWEAK Fn14 block	NR5A2 inv ag	C8 TRAIL sens	NCOA3 inh	CF NFkB inh
COCCOC(=O)C1=C(C)NC(=O)NC1c1c(Cl)nc2ccccn2c1=O (stereo unspecified) in the list: 3	-7	14	13	-7	2	2	3	5	7	0
OC(c1ccccc1)c1nccc2ccccc12 (stereo unspecified) in the list: -1	16	-15	1	14	7	7	-13	0	-9	-15

A portion of the results above, for reference:
SMILES	LMP1 NFkB inh	TROY NFkB inh	KKLEB cytotox	COUP-TFII inh	Shn3 3UTR inh	NCOA1 inh	TWEAK Fn14 block	NR5A2 inv ag	C8 TRAIL sens	NCOA3 inh	CF NFkB inh
O=C(CCCO)N/N=C/c1ccccc1[N+](=O)[O-]	-13	-51	3	8	-47	9	-24	-4	-15	-8	2
CC(C)c1ccccc1NC(=O)c1cnccn1	4	-1	1	3	11	10	7	6	2	5	-5
CC(=O)Nc1ccc(S(=O)(=O)N[C@@H](C)C(=O)N2CCN(C/C=C/c3ccccc3)CC2)cc1	3	2	-6	/	5	12	-1	13	1	17	-2
COc1cc2c(cc1NC(=O)COC(=O)C(CCSC)NC(=O)c1ccccc1Cl)oc1ccccc12 (stereo unspecified)	-16	-54	19	17	-98	-44	1	-7	7	-33	-24
COCCOC(=O)C1=C(C)NC(=O)NC1c1c(Cl)nc2ccccn2c1=O (stereo unspecified)	3	-7	14	13	-7	2	2	3	5	7	0
OC(c1ccccc1)c1nccc2ccccc12 (stereo unspecified)	-1	16	-15	1	14	7	7	-13	0	-9	-15
CCN(CC(=O)NC1CCS(=O)(=O)C1)S(=O)(=O)c1ccc(F)cc1 (stereo unspecified)	3	-6	3	-14	-2	-9	-6	3	29	14	5
CCOC(=O)C1=C(C)N(CC)C(=S)NC1c1ccccc1OC(F)F (stereo unspecified)	4	1	8	-30	0	9	7	3	-7	9	9
CC(=O)c1ccc(NC(=O)CN2CCN(c3ncccn3)CC2)cc1	-5	2	3	17	-2	2	-11	7	-4	-8	-14
COc1ccc(CCNC(=O)c2ccc(N3CCCC3=O)cc2)cc1	2	-22	3	2	4	-7	4	-6	1	-2	3
CN(Cc1ccccc1)Cc1c(O)ccc2ccccc12	-12	-2	-11	-1	-19	-1	16	7	10	9	14
CCCCn1c(NC(=O)C2CCCCC2)nc2ccccc21	7	-3	-6	-20	20	-14	-10	18	0	-13	11

Following part
SMILES	LMP1 NFkB inh	TROY NFkB inh	KKLEB cytotox	COUP-TFII inh	Shn3 3UTR inh	NCOA1 inh	TWEAK Fn14 block	NR5A2 inv ag	C8 TRAIL sens	NCOA3 inh	CF NFkB inh
CC(C(=O)NCc1ccccc1Cl)n1cc([N+](=O)[O-])cn1 (stereo unspecified)	-9	4	13	-1	-2	-3	0	4	10	7	-18
CC1CCCCN1C(=O)C(=O)c1cn(CC(=O)N2CCCC2)c2ccccc12 (stereo unspecified)	0	-13	4	2	-11	-28	20	9	-9	3	1
COc1ccc(CCNC(=O)c2ccc3c(c2)N(Cc2ccc(C)cc2)CCS3)cc1OC	9	-3	1	/	24	1	19	7	14	17	21
CCOc1cc([C@H]2[C@@H]3CCCC[C@]3(O)CCN2CC(=O)NCc2ccco2)ccc1O	3	-8	-6	-21	0	4	9	4	-7	-1	-9
COc1ccc(-c2nn(-c3ccccc3)cc2C(=O)NC2CC2)cc1	1	-3	1	-20	-22	0	-8	-28	-6	-7	-9
O=C(Nc1ccc(F)cc1)c1cccc2ccccc12	2	1	-1	-3	-8	-4	-11	-12	3	-14	-22
O=C(Nc1ccccc1Cl)c1csc(-c2cccnc2)n1	-3	-14	-1	-36	-68	-41	-19	-34	9	-49	-6
Cc1cc(C)n(C(=O)CNC(=O)Cc2ccccc2)n1	2	-4	-1	15	-4	4	2	5	1	7	-20
CC(=O)c1cccc(S(=O)(=O)Nc2c(C)nn(C)c2C)c1	3	-11	6	-21	-11	-13	-3	-21	-5	13	0
COc1ccc(CN(C(=O)c2snc(C(N)=O)c2N)C(C(=O)NC(C)(C)C)c2ccco2)cc1 (stereo unspecified)	5	8	0	/	10	5	3	-4	-17	-2	9
COc1cc2c(cc1OC)-c1cc(Nc3ccc(N(C)C)cc3)nc(=O)n1CC2	15	-10	-18	-55	7	-46	-31	4	27	-2	22
COc1ccc(Cl)cc1NC(=O)C1(c2cccs2)CCOCC1	-5	4	3	9	-14	-19	-6	-2	7	11	-18
Cc1ccc(S(=O)(=O)Nc2ccccn2)cc1[N+](=O)[O-]	-1	21	13	-3	-3	12	2	-3	9	16	-15
COC(=O)c1sccc1NC(=O)Nc1ccccc1F	-2	4	16	4	-9	-10	-8	2	-2	4	-21
O=C(Cc1cccc2ccccc12)NCC(=O)N1CCN(Cc2cccc(C(F)(F)F)c2)CC1	19	22	1	32	46	0	25	10	23	19	-15
O=C(COc1ccc([N+](=O)[O-])cc1Cl)N(C1CCCCC1)C1CCS(=O)(=O)C1 (stereo unspecified)	-4	-7	2	8	12	4	12	-6	-7	-1	-12
CCCn1nnc(NC(=S)NC(=O)c2ccccc2OC)n1	-16	-24	10	10	-30	-12	3	-5	-3	-2	-10
S=C(Nc1cccc(Cl)c1Cl)N1CCC2(CC1)OCCO2	9	-36	8	-1	9	-7	-5	-4	3	5	3
O=C(COC(=O)/C=C/c1ccc(S(=O)(=O)N2CCOCC2)cc1)NCc1ccc(Cl)cc1	-4	15	-4	-21	-8	-14	0	-1	2	-3	15
CCOC(=O)c1ccc(Oc2nc(NC)nc(SC)n2)cc1	-6	7	-14	4	2	-10	12	-15	-6	12	16
O=C1CC(NS(=O)(=O)c2cccnc2)CN1c1ccc(Cl)cc1 (stereo unspecified)	0	3	-9	5	8	-3	-2	4	1	-21	18
C[C@@H](NC(=O)c1[nH]cnc1C(=O)Nc1cccc(Cl)c1)c1ccccc1	-5	-19	-32	3	9	-12	28	-9	22	4	26
O=C(CN1CCSC1=O)N1CCN(S(=O)(=O)c2ccc(F)cc2)CC1	-2	6	-4	5	-2	-8	14	8	7	8	18
CCCC(=O)Nc1c(-c2ccccc2Cl)c(=O)c2ccccc2n1C	7	-18	-16	15	6	-14	-2	1	6	-1	8
CCN(CC)CCNC(=O)c1cn(CC)c2ccc(S(=O)(=O)N(C)C)cc2c1=O	-5	4	-9	7	0	11	-21	-41	3	-1	5
COc1ccc(S(=O)(=O)N(CC(=O)NCc2cccnc2)Cc2ccccc2)cc1	-2	-4	-13	3	-5	-3	8	-7	-10	13	1
O=C(COc1ccc(F)c(Cl)c1)c1ccc[nH]1	2	-68	2	-2	-7	-34	-8	-5	-10	-24	10
COc1ccc(CCNc2nc(-c3sc(N)nc3C)cs2)cc1OC	16	4	-9	4	12	2	-9	9	-5	8	13

The list is partial; count on the stated rates, not on these rows.
